Abeta rescue – restores growth of yeast expressing A-beta42 peptide; AID 1347071; Potency, µM (top dose mostly 46.1 µM), without a hit: at the highest dose growth rescue, actives largely listed as activators; yeast expressing A-beta42, growth rescue, OD600, 48 h; response scale: 0% DMSO, 100% iron-clioquinol control; actives 0.063% (n = 410,000); also: potency is read from the fitted curve at half-maximal effect; nearly all actives have a fitted effect of over 55% in size
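Yeast growth medium received pinned compounds, then yeast cells expressing toxic A-beta were added; plates incubated at 30 C for 48 hr. Growth read as absorbance at 600 nm, normalized to DMSO and equimolar FeCl3 plus clioquinol controls.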
TDP-43 yeast inh – rescues yeast growth from TDP-43 toxicity. TDP-43 expressing yeast growth rescue, BacTiter-Glo, 24 h. Potency, µM (titrated, usually from 46.1 µM), inactives show top-dose growth rescue (activation), hits mostly activators. actives 1.8% (n = 410,000). AID 652104; also: potency is read from the fitted curve at half-maximal effect; % of control where 0% means no effect; nearly all actives have a fitted effect of over 50% in size
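Readout is BacTiter-Glo luminescence of cell growth, so inhibitors register as activators. TDP-43-expressing yeast at OD600=0.02 in galactose medium, after raffinose pregrowth to mid-log, were incubated with compound for 24 hr at 30 deg C.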
EPAC2 antagonist – blocks human EPAC2 exchange factor; Q8WZA2; EPAC2 GEF exchange of Rap1B-BODIPY-GDP, fluorescence; Potency, µM (series often up to 114 µM), without a hit: top-dose activity, negative = inhibition, actives largely listed as inhibitors; actives 0.18% (n = 360,000); AID 720708; also: potency is read from the fitted curve at half-maximal effect; % is scaled to controls: 0 for no effect and ±100 for the full control effect; nearly all actives have a fitted effect of over 45% in size; many of its hits are not listed in these tables
FUS yeast rescue – suppressors of FUS proteinopathy in yeast | actives 0.24% (n = 390,000) | S. cerevisiae FUS-expressing, growth rescue, OD600, 24 h | Potency, µM (highest dose often 76.6 µM), without a hit: at the top dose growth rescue (activation), actives largely listed as activators;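 also: potency is read from the fitted curve at half-maximal effect; plate controls were DMSO vehicle for no effect and reference control for full effect; nearly all actives have a fitted effect of over 55% in size; some results filed as inactive show a strong effect at the top dose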
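Absorbance at 600 nm, taken 24hr after compound addition, measured rescue of FUS-yeast growth at 30C. Induction used 2% galactose with seeding at OD 0.005. Controls: CP55940 from 92uM final, DMSO only.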
DRD3 agonist – agonists of human D3 dopamine receptor; D3R DiscoveRx beta-arrestin cells, luminescence, 90 min; max activation, %; actives 0.58% (n = 410,000); AID 652048; in the data active = max activation above about 30%; also: 0% is about no effect; mostly tested at two doses, the higher about 12 µM
Target sequence (P35462 whole entry, looked up): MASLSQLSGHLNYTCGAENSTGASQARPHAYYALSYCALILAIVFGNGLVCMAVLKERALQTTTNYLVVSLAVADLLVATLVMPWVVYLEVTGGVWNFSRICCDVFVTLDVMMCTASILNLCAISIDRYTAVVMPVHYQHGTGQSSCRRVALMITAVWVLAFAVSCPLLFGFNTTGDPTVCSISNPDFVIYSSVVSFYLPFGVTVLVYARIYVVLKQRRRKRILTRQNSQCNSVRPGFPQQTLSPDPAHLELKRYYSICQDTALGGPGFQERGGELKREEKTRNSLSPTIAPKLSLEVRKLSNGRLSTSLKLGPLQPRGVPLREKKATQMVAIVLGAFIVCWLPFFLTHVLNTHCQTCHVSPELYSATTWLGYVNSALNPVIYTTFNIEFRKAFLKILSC
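Agonist-mode cell screen: cells plated at 1500/well and incubated overnight at 37 °C, then exposed to library compounds for 90 min at 37 °C. Detection reagent was added for 30–60 min at room temperature, and luminescence was read.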
EPAC2 agonist – activates human EPAC2 exchange factor. Q8WZA2. EPAC2 activation, biochemical qHTS; response scale: 100% = 6.5 mM cAMP response. Potency, µM (series often up to 154 µM), without a hit: at the highest dose activation, hits mostly activators. actives 0.079% (n = 360,000). AID 720711; also: potency is read from the fitted curve at half-maximal effect; nearly all actives have a fitted effect of over 50% in size
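Compounds were added across a concentration range to EPAC2 (100 nM), RAP1B-BODIPY-GDP (250 nM) and GDP (50 uM). After 5 min at room temperature, fluorescence was recorded at 5-min intervals for 30 min.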
aSyn yeast inh – alpha-synuclein toxicity inhibition in yeast; Yeast expressing alpha-synuclein, growth rescue, BacTiter-Glo, 24 h; Potency, µM (top dose mostly 46.1 µM), for the others: at the highest dose growth rescue (activation), hits mostly activators; actives 0.14% (n = 370,000); also: potency is read from the fitted curve at half-maximal effect; % of control where 0% means no effect; nearly all actives have a fitted effect of over 65% in size
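Rescue of yeast growth: cells expressing toxic alpha-synuclein, induced in galactose at OD600 0.02, incubated with compound 24 h at 30 C. ATP luminescence quantified growth; inhibitors of toxicity appear as activators.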
D3 antag – blocks the human D3 dopamine receptor; D3R cells, DiscoveRx beta-arrestin luminescence, antagonist mode; active compounds read low; max response, negative = inhibition, %; actives 2.5% (n = 360,000); P35462; in the data active = max response below about -50%; inconclusive = no clear call, values can overlap the other calls; also: % is scaled to controls: 0 for no effect and ±100 for the full control effect; mostly tested at two doses, the higher about 12 µM
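Cells plated overnight at 1500 cells/well, then exposed to library compounds with dopamine controls for 90 minutes at 37 degrees C. DiscoveRx reagent added for 30–60 minutes at room temperature; luminescence read, quantitative HTS format.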
Numbers without * were called inactive; u = inconclusive; x = not tested or not shown; [ ] = another dose, or the depositor's remark. Unless noted, calls follow the shape of the dose curve; as a rule, active = well fitted curve in the direction sought with a large enough effect; inconclusive = small, poorly fitted or top-dose-only effect, or another doubt; inactive = no such curve, though single readings can be large; an effect the other way counts as inactive or inconclusive. A portion of the library, so the mix of outcomes need not match the whole.

Each structure is followed by: Abeta rescue	TDP-43 yeast inh	EPAC2 antagonist	FUS yeast rescue	DRD3 agonist	EPAC2 agonist	aSyn yeast inh	D3 antag
Cc1ccc(S(=O)(=O)Cc2ccc(C(=O)NCCCN3CCN(C)CC3)o2)cc1
  2%	6%	10%	17%	2	1%	-10%	-12
COc1ccc(NC(=O)C2CCCN(S(=O)(=O)c3cccnc3)C2)cc1OC (stereo not given)
  -11%	-3%	5%	-33%	0	9%	-5%	-5
COc1ccc(S(=O)(=O)NCCN2CCOCC2)c(C)c1C
  -21%	-16%	-2%	-6%	3	2%	-2%	-12
O=C1c2ccccc2C(=O)N1C1C(=O)N2CCSC12C(=O)OCc1ccccc1 (stereo not given)
  3%	14%	-15%	x	1	9%	16%	-28
CCCCN(C)CCCNC(=O)CCn1nc(-c2ccccc2)ccc1=O
  -3%	28%	8%	17%	8	-3%	-1%	-3
O=C(N/N=C/c1cc(Br)c(O)c(Br)c1)C1CC1
  -14%	14%	6%	4%	26	4%	-10%	1
COc1ccc(NC(=S)N2CCN(c3ccccn3)CC2)cc1
  9%	14%	-5%	13%	8	8%	-7%	-2
CCC(C)N1CCN(S(=O)(=O)c2ccc(NC(C)=O)cc2)CC1 (stereo not given)
  2%	-7%	13%	-34%	2	-6%	-8%	15
O=C(NNS(=O)(=O)c1ccccc1[N+](=O)[O-])c1ccc(F)cc1
  -7%	29%	-10%	-5%	0	14%	-1%	11
COC(=O)c1cc2sc(C)cc2n1Cc1ccc(Br)cc1F
  -14%	2%	x	-21%	8	x	x	x
COc1ccc(NC(=O)CSc2nccn2C)c([N+](=O)[O-])c1
  -10%	9%	-4%	22%	2	7%	-6%	5
O=C(Nc1ccc(-c2cn3c(n2)SCC3)cc1)c1ccc2c(c1)OCO2
  -10%	1%[9.22 µM]	-3%	24%	-11	0%	1%	5
Cc1ccccc1-c1nnc(SCC(=O)NC2CCCC2)n1C
  4%	13%	1%	19%	5	0%	1%	-6
CN1C(=O)CC(NNC(=O)c2ccc(Cl)cc2)C1=O (stereo not given)
  3%	-23%	0%	3%	-3	15%	x	24
O=C(CC12CC3CC(CC(C3)C1)C2)Nc1c(F)cccc1F
  8%	u	18%	-32%	2	-7%	10%	-4
O=C(CN1C(=O)C2C3C=CC(C3)C2C1=O)OCC(=O)c1ccc([N+](=O)[O-])cc1 (stereo not given)
  0%	-5%	2%	8%	3	1%	-8%	11
CCO[C@@H]1OC(C(N)=O)=C[C@H](c2ccc(Br)cc2)[C@H]1CCCO
  -5%	-3%	-7%	-8%	-10	-3%	-6%	-19
CN(C)c1ccc(/C=N/n2c(-c3ccccc3Br)n[nH]c2=S)cc1
  -3%	5%	-14%	43%	-5	6%	-7%	-9
N#Cc1ccc(C(=O)OCC(=O)NC2CCCC2)cc1
  9%	11%	-6%	-31%	-3	5%	-5%	15
O=C(O)C1CCCCC1C(=O)Nc1cc(C(F)(F)F)ccc1Cl (stereo not given)
  6%	0%	2%	-33%	2	7%	1%	16
Cc1cc(NC(=O)COC(=O)c2ccccc2S(=O)(=O)N(C)c2ccccc2)no1
  19%	14%	-11%	8%	1	1%	7%	5
Nc1nc(-c2ccc3c(c2)OCCO3)cs1
  15%	-2%	5%	32%	0	-12%	-6%	0
O=C(N1CCOCC1)N1CCOCC1
  -6%	0%	12%[57.1 µM]	19%	-5	3%	0%	-50*
Cc1cc(C)c(S(=O)(=O)Nc2cccc3nsnc23)c(C)c1
  -11%	u	-7%	x	1	11%	2%	-3
COc1ccc(OC)c(-c2csc(NC(=O)C3c4ccccc4Oc4ccccc43)n2)c1
  19%	10%	-2%	1%	-2	12%	0%	-12
Cc1cccc(C2N(c3ccc(F)cc3)C(=O)C3CCCN32)c1 (stereo not given)
  -2%	-13%	11%	-5%	-10	-3%	0%	-28
CCC(Sc1nc2cc(OC)c(OC)cc2c(=O)n1Cc1ccc(Cl)cc1)C(=O)NCCOC (stereo not given)
  -13%	6%	x	9%	-9	x	x	x
Cc1cc(C)n2nc(N)nc2n1
  9%	25%	2%	x	7	11%	-5%	-16
COCCn1c(CCC(=O)Nc2ccc(C)c(Cl)c2)nc2cccnc21
  -8%	10%	x	-21%	-11	x	x	x
O=C(Cc1ccccc1)NNC(=O)Nc1ccccc1
  27%	13%	3%	-7%	7	8%	2%	-10
COc1ccc(OC)c(Nc2nnc(C)c(=O)[nH]2)c1
  -8%	-9%	3%	-13%	-15	4%	-1%	u
Cc1ccc(N(C(C)C(=O)Nc2cc(Cl)ccc2Oc2ccccc2)S(C)(=O)=O)cc1 (stereo not given)
  29%	-2%	-6%	32%	-4	12%	4%	4
CN(CC(=O)Nc1ccc(N2CCOCC2)cc1)Cc1c(O)ccc2ccccc12
  10%	30%	4%	15%	-2	-7%	0%	4
O=C(O)CSc1nnc(-c2ccc3c(c2)OCO3)o1
  -2%	-26%	0%	4%	1	8%	-2%	-13
COC(=O)[C@@]1(Cc2ccc(OC)cc2)[C@H]2c3cc(C(=O)N(C)C)n(CCSCCO)c3C[C@H]2CN1C(=O)c1ccccc1
  -5%	1%	-8%	38%	11	12%	1%	11
CCc1nn2c(=O)cc(COC(=O)c3ccc4c(c3)OCO4)nc2s1
  -19%	23%	x	-6%	-4	x	x	x
Cc1cc(/C=C2\SC(=S)NC2=O)c(C)n1C
  -1%	u	-2%	25%	1	-6%	-22%	-3
COc1ccc(OCc2cc(C(=O)N(C)CC3CCCCO3)no2)c(Cl)c1 (stereo not given)
  12%	23%	-1%	24%	-5	7%	0%	12
CC1(C(=O)NS(=O)(=O)c2ccccc2Cl)CCN1C(=O)Cc1ccccc1 (stereo not given)
  10%	24%	-6%	-14%	1	5%	2%	10
Cc1ccc(/C=N\NC(=O)C2CN(S(=O)(=O)c3ccccc3)CCN2S(=O)(=O)c2ccccc2)cc1 (stereo not given)
  9%	16%	2%	34%	10	5%	6%	-4
COC(=O)[C@H](CC(C)C)N1Cc2cc(OC)cc(OC)c2-c2ccccc2S1(=O)=O
  2%	28%	-15%	30%	8	-3%	1%	12
Cc1ccc(S(=O)(=O)Nc2ccncc2)c(C)c1N(C)S(=O)(=O)c1ccc(Cl)cc1
  3%	3%	-6%	x	-5	-3%	3%	-29
CCOc1cc(Cl)c(S(=O)(=O)n2ccnc2)cc1Cl
  -2%	10%	x	-8%	6	x	x	x
COc1ccccc1NC(=O)CCSc1nc(C)cs1
  -8%	-14%	-4%	-13%	-4	3%	1%	-12
COc1ccc(C(=O)N2CCCC(Nc3ccc(C)c(C)c3)C2)cc1 (stereo not given)
  -9%	-6%	-5%	15%	-4	6%	0%	3
O=C(Nc1ccc(Cl)c(Cl)c1)Nc1ccccc1C(=O)O
  8%	-11%[0.397 µM]	-8%	8%	6	-7%	-6%	-7
Cc1ccccc1OCC(=O)N/N=C/c1ccncc1
  -1%	0%	8%	x	3	-4%	-1%	14
COc1ccccc1NC(C)=O
  -3%	-6%	2%	-32%	1	0%	7%	17
O=S(=O)(c1cc(-c2nnc(-c3ccc(Br)cc3)o2)ccc1Br)N1CCCCCC1
  4%	-2%	-10%	1%	2	4%	5%	1
CNC(=O)C1CCC(Cn2c(=O)c3sccc3n(CC(=O)N3CCCCC3C)c2=O)CC1 (stereo not given)
  0%	-8%	x	-15%	-1	x	x	x
N#Cc1ccc(S(=O)(=O)N2CCN(CC(=O)NCC3(N4CCOCC4)CCCCC3)CC2)cc1
  4%	21%	1%	10%	6	1%	-1%	7
CCNc1nc(NCC)n2c(SCC(=O)Nc3c(C)cccc3C)nnc2n1
  3%	-3%	10%	6%	-10	4%	0%	-15
Cc1nc(-c2ccc(NC(=O)Cc3ccccc3)cc2)cs1
  -16%	-16%	-2%	8%	10	0%	0%	-2
COc1cc(C2CC(=O)Nc3n[nH]c(-c4ccccc4)c32)cc(OC)c1OC (stereo not given)
  -7%	9%	4%	-9%	1	13%	-3%	6
Cc1nnc(NC(=O)c2c(-c3ccccc3Cl)noc2C)s1
  -11%	23%	1%	26%	1	5%	2%	4
CCCSc1nc(=O)n2cc(C)ccc2n1
  0%	-10%	8%	2%	5	0%	-5%	u
C#CCOCCOCCOCCNc1nc(N2CCOCC2)nc(N2CCN(C(=O)[C@H](CCCCN)n3cc([C@@H](N)CO)nn3)CC2)n1
  -4%	-4%	10%	-9%	-34	7%	-4%	-1
COc1cc2c3nnc(-c4ccc(F)cc4)c-3cn(Cc3ccccc3)c2cc1OC
  -20%	-9%	29%	8%	-8	-1%	2%	3
CCNC(=O)C1(C)CCN(C(=O)c2ccc(OC(F)F)cc2)C1 (stereo not given)
  15%	-12%	10%	-21%	-8	7%	-2%	0
Nc1cccc2nsnc12
  -16%	-29%	-1%	17%	-4	12%	-3%	-5
Cc1ccc(NC(=O)[C@@H](C)NC(=O)[C@@H]2Cc3ccccc3CN2)cc1
  -5%	10%	5%	13%	3	3%	0%	-6

Look-ups from the results shown:
For DRD3 agonist, CNC(=O)C1CCC(Cn2c(=O)c3sccc3n(CC(=O)N3CCCCC3C)c2=O)CC1 (stereo not given) has the entry -1
For Abeta rescue, Cc1nnc(NC(=O)c2c(-c3ccccc3Cl)noc2C)s1 has the entry -11%
